Compound activity (PubChem BioAssay)
AmpC no deterg: AmpC beta-lactamase inhibition without detergent; Potency, µM (top dose mostly 57.1 µM), inactives show at the top dose activity change, negative = inhibition, actives largely listed as inhibitors; actives 0.52% (n = 330,000); AmpC nitrocefin hydrolysis, absorbance 480 nm, 0.0001% Triton;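 also: potency is read from the fitted curve at half-maximal effect; plate controls were no compound for no effect and no enzyme for full effect; nearly all actives have a fitted effect of over 20% in size; some results filed as inactive show a strong effect at the top dose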
Target sequence (P00811 whole entry, looked up): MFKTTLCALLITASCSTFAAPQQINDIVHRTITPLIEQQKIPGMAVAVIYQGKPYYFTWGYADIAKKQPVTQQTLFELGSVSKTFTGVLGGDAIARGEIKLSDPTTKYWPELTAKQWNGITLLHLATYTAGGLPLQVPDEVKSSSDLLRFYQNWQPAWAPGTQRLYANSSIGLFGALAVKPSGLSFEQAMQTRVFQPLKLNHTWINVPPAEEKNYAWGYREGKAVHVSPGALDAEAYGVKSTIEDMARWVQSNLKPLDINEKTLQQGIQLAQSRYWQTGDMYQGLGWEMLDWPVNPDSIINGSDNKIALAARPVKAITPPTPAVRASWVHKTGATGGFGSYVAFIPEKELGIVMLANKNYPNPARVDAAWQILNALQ
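AmpC (5.3 nM in the dispensed reagent) in 20 mM phosphate pH 7.0 with 0.01% (detergent screen) or 0.0001% Triton X-100 was preincubated with compounds for 15 min at room temperature. Nitrocefin was then added from an 800 uM solution, and hydrolysis was followed at 480 nm.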
HCMV antiviral: inhibitors of human cytomegalovirus; HFF cells, HCMV-luciferase reporter, 72 h; active compounds read low; activity change, negative = inhibition, % at 57.5 µM; actives 4.5% (n = 410,000); AID 1259415; in the data active = activity change below about -60%; inconclusive = no clear call, values can overlap the other calls; inactive = above about -39%
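Screen run at 2 compound doses on HFFs infected with reporter HCMV, MOI 1 PFU/cell. Luciferase activity from cell lysates at 72 h post infection gave inhibition relative to buffer-only and Salinomycin wells.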
TbPYK inhibitor: blocks Trypanosoma brucei pyruvate kinase; Q57TT1; TbPYK enzyme, Kinase-Glo Plus ATP luminescence, 45 min; Potency, µM (doses to about 76.8 µM), without a hit: at the highest dose activity, negative = inhibition, usual class: inhibitors; actives 0.12% (n = 410,000); AID 624173; also: potency is read from the fitted curve at half-maximal effect; nearly all actives have a fitted effect of over 50% in size
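Glycolytic pyruvate kinase of T. brucei was incubated with substrate, test compound and 130 uM ADP for 45 minutes at room temperature. Luminescent Kinase-Glo Plus signal was measured after 10 minutes.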
HCV inhibitor: blocks hepatitis C virus; Huh7.5.1 HCVcc-Cre infection, luciferase reporter, 44 h; Potency, µM (doses to about 41.8 µM), inactives show at the highest dose activity change, negative = inhibition, actives largely listed as inhibitors; actives 3.4% (n = 340,000); AID 651820; also: potency is read from the fitted curve at half-maximal effect
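Reporter virus HCVcc-Cre (~0.5 moi) infects cells exposed to compound; seeding density 1,000 cells/well with 4 h settling beforehand. Luminescence, 15 sec read, taken 44 h post-infection following a 15 min RT substrate incubation.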
AMA1-RON2 inh: disrupts binding of P. falciparum AMA1 to RON2. actives 0.2% (n = 360,000). AlphaScreen AMA1-biotinylated RON2 peptide binding. Potency, µM (highest dose often 58.2 µM), for inactives: at the top dose activity change, negative = inhibition, actives largely listed as inhibitors. AID 720542;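 also: potency is read from the fitted curve at half-maximal effect; 0% = vehicle wells and -100% = peptide control; nearly all actives have a fitted effect of over 45% in size; some results filed as inactive show a strong effect at the top dose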
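AMA1 (3D7) with his tag at 25 nM final met compounds first, then biotinylated RON2 peptide at 25 nM; detection used donor plus acceptor beads, 10 µg/mL apiece, read by AlphaScreen after 30 min at room temperature.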
AmpC detergent: AmpC beta-lactamase inhibition with detergent present; P00811; AmpC hydrolysis of nitrocefin, absorbance 480 nm, 0.01% Triton; Potency, µM (doses to about 114 µM), for the others: at the top dose activity change, negative = inhibition, hits mostly inhibitors; actives 0.041% (n = 370,000);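 also: potency is read from the fitted curve at half-maximal effect; 0% = no-compound wells and -100% = no-enzyme wells; nearly all actives have a fitted effect of over 25% in size; some results filed as inactive show a strong effect at the top dose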
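AmpC (5.3 nM in the dispensed reagent) in 20 mM phosphate pH 7.0 with 0.01% (detergent screen) or 0.0001% Triton X-100 was preincubated with compounds for 15 min at room temperature. Nitrocefin was then added from an 800 uM solution, and hydrolysis was followed at 480 nm.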
LmPK inh: LmPK (Leishmania mexicana) enzyme inhibition; actives 0.37% (n = 290,000); Potency, µM (highest dose often 57.5 µM), inactives show at the highest dose activity change, negative = inhibition, actives largely listed as inhibitors; purified LmPK, Kinase-Glo ATP luminescence, 1 h; Q27686; also: potency is read from the fitted curve at half-maximal effect
Target sequence (Q27686 whole entry, looked up): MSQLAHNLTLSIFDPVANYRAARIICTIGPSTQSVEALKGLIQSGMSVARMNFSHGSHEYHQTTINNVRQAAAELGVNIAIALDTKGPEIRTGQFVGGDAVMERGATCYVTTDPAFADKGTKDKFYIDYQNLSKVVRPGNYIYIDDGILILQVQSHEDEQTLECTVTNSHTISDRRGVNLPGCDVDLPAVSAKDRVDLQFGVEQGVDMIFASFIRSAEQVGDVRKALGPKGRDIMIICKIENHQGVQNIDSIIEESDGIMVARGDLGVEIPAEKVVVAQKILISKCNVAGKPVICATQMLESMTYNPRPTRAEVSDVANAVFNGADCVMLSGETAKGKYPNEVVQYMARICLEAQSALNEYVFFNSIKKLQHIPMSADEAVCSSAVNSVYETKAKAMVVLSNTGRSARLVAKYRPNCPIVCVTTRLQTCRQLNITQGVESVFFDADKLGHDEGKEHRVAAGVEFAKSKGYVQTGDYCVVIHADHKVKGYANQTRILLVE
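Screened at intermediate enzyme activity to detect both inhibitors and activators: LmPK at 0.1 nM, with a 0.5 nM enzyme column as activation reference. PEP 0.5 mM, ADP 0.1 mM; ATP detected by luminescence after 1 h.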
* = called active by the depositor; u = inconclusive; x = no result given; [ ] = dose if it differs, or a comment. Unless noted, calls follow the shape of the dose curve; as a rule, active = well fitted curve in the direction sought with a large enough effect; inconclusive = small, poorly fitted or top-dose-only effect, or another doubt; inactive = no such curve, though single readings can be large; an effect the other way counts as inactive or inconclusive. Unless noted, % is scaled to controls: 0 for no effect and ±100 for the full control effect.

SMILES	AmpC no deterg	HCMV antiviral	TbPYK inhibitor	HCV inhibitor	AMA1-RON2 inh	AmpC detergent	LmPK inh
O=C(NCc1ccc(Cl)cc1)C1CCN(S(=O)(=O)c2cccnc2)CC1	-4%	-4	3%	14%	-9%	u	-4%
Cc1ccc2sc(-c3ccc(NC(=O)/C=C\C(=O)O)cc3)nc2c1	-1%	114	u	-13%	-8%	-9%	-4%[11.5 µM]
COc1cc(=O)n(C)c2c(OCC3OC(C)(C)OC3(C)C)cccc12 (stereo not drawn)	42%	86	-2%	8%	0%	u	1%
CCOC(=O)N1CCN(C(=O)c2cn(C)c(=O)c3c2c2ccccc2n3C)CC1	50%	130	12%	u	29%	-7%	0%
CCCCOC(=O)Nc1sc2nc(C)cc(C)c2c1-n1cccc1	-13%	-15	1%	2%	1%	-11%	3%
COc1ccc(OC)c(CNC(=O)CCCn2c(=O)c3cccn3c3cccnc32)c1	x	-9	-3%	x	x	16%	x
CC(C)CNC(=O)C(=O)NNC(=O)c1ccco1	-20%	26	0%	6%	13%	6%	1%
CCN(CC(=O)Nc1c(F)cccc1F)C(=O)/C=C/c1ccc(C)cc1	-11%	0	1%	-30%	17%	u	x
CC(=O)Nc1ccc(CNc2nc(NCc3cccs3)nc3ccsc23)cc1	x	4	-5%	x	-14%	x	x
COc1cccc(NC(=O)N2CCc3nc(Nc4ccc(C(C)C)cc4)ncc3C2)c1	x	-69*	-7%	x	-12%	x	x
CC(C)(C)OC[C@H](NC(=O)c1[nH]cnc1C(=O)Nc1ccccc1F)C(=O)OC(C)(C)C	x	-27	-1%	x	107%[activator]	x	x
Cc1ccc(-c2nnc(Nc3ccc(C(=O)N(C)C)cc3)c3ccccc23)cc1S(=O)(=O)NC(C)(C)CO	122%[activator]	-16	-1%	-21%	1%	2%	-1%
CN1CC(=O)N(CC(=O)Nc2ccc(Cl)c(C(F)(F)F)c2)C1=O	-7%	-4	-11%	11%	-5%	-4%	0%
O=C(Cc1ccccc1)Nc1scc(-c2ccccc2)c1C(=O)N1CCOCC1	1%	x	-1%	-25%	-8%	1%	1%
O=C(Nc1ccc(-c2nc3cc(Cl)ccc3c(=O)o2)cc1)c1ccco1	-17%	15	0%	6%	-11%	u	1%
CCCCn1c(O)c(C(CC)=NC(C)c2ccccc2)c(=O)[nH]c1=O (stereo not drawn)	-1%	10	-4%	u	-14%	-11%	5%
O=C(COc1ccc(Cl)cc1Cl)NN=C1c2ccccc2-c2ccccc21	2%	-61*	-3%	4%	10%	u	1%
COc1ccc(C(=O)N2CCN(c3c(C)cccc3C)CC2)cc1OC	104%[activator]	9	-10%	-20%	-5%	-3%	-2%
Cc1cc(NC(=O)c2ccccc2)nc2c1c(=O)oc1ccccc12	-43%	14	2%	-11%	15%	1%	8%[11.5 µM]
N#Cc1ccccc1OCc1cn(CC(=O)c2ccc(O)cc2)nn1	x	23	-9%	22%	-10%	x	x
C#CCOCCOCCOCCNc1nc(N2CCOCC2)nc(N2CCN(C(=O)[C@H](Cc3ccc(O)cc3)n3cc(CCO)nn3)CC2)n1	x	46	-1%	17%	-1%	x	x
CCc1nnc(NS(=O)(=O)c2ccc(NC(=O)c3ccccc3)cc2)s1	-29%	-3	1%	7%	-1%	1%	-3%
Cc1ccc(C(C(=O)NCc2ccc(F)cc2)N(C(=O)c2csnn2)C2CC2)o1 (stereo not drawn)	-6%	-8	5%	-5%	13%	-15%	12%
COc1cc(C#N)ccc1OC(=O)C1CCN(C(=O)c2ccc(F)cc2)CC1	15%	-22	-1%	5%	-4%	-13%	x
Cc1cc(C)c2c(=O)[nH]c(=O)n(Cc3ccccc3)c2n1	-27%	-12	-1%	-16%	-4%	-13%	-1%

Remaining list, next part
SMILES	AmpC no deterg	HCMV antiviral	TbPYK inhibitor	HCV inhibitor	AMA1-RON2 inh	AmpC detergent	LmPK inh
Cc1ccc(O)c(-c2[nH]ncc2C(=O)c2ccc(Br)cc2)c1	5µM*	45	8%	2%	120%[activator]	-1%	4%
Cc1nonc1C1CCCN1C(=O)c1cc(COc2ccc(F)cc2F)on1 (stereo not drawn)	38%	131	-6%	-15%	-8%	7%	-3%
O=C(O)CSCC(=O)NCc1ccc(Cl)cc1	-15%	-7	4%	4%	11%	-5%	-1%
CCOc1ccc(C(O)Cc2nc3ccccc3n2C)cc1 (stereo not drawn)	-6%	65	2%	11%	1%	-8%	0%
Cc1ccc(NN2C(=O)C=C(c3ccccc3)C2=O)cc1	-28%	5	u	-6%	8%	-11%	-16%
CC1(C(=O)OCC(=O)Nc2cccc(S(=O)(=O)NC3=NCCCCC3)c2)CC1(Cl)Cl (stereo not drawn)	-24%	u	-4%	-13%	5%	-5%	6%
O=[N+]([O-])[N-][n+]1cnn(Cc2ccccc2)c1	-20%	-30	0%	5%	1%	u	4%
CCC(C)c1ccc(NC(=O)c2ccco2)cc1 (stereo not drawn)	-11%	-26	-6%	0%	18%	-20%	-16%
COc1ccc2oc(C(=O)NC3CCCCC3)c(C)c2c1	-1%	39	1%	-29%	3%	-11%	1%
COCCNC(=O)C(OC(=O)c1ccco1)c1ccccc1Cl (stereo not drawn)	-11%	60	5%	16%	4%	0%	-4%
CSC1=NC(=O)/C(=C/c2ccc(SC)cc2)S1	-28%	110	1%	-4%	-3%	-17%	-23%
Cc1c(N)cc(C(=O)N2CCOCC2)cc1[N+](=O)[O-]	-8%	3	-10%	6%	-1%	u	-5%
O=C(NCC1CCCO1)c1ccc2nc(N3CCCCC3)sc2c1 (stereo not drawn)	-3%	-17	10%	3%	5%	-1%	-10%
Cc1ccc(-c2cc(C(=O)N3CCN(S(=O)(=O)c4ccc(Br)cc4)CC3)[nH]n2)c(C)c1	x	0	0%[15.4 µM]	x	x	6%	x
CCC(=O)Oc1c(Sc2ccc(Cl)cc2)c(C)nn1-c1ccccc1	x	-94*	-20%	x	x	-4%	x
COc1ccc(S(=O)(=O)N(C)C[C@H]2Oc3c(NC(=O)NC(C)C)cccc3C(=O)N([C@H](C)CO)C[C@@H]2C)cc1	223%[activator]	-34	1%	-9%	0%	x	x
Cc1cccc(N2CCN(S(=O)(=O)c3ccc(F)c(C(=O)Nc4cccc(Cl)c4C)c3)CC2C)c1 (stereo not drawn)	x	-15	3%	x	x	10%	x
CC1(C(=O)O)CCN1C(=O)c1cccc(OC(F)(F)F)c1 (stereo not drawn)	x	-10	-10%	x	-10%	x	x
COc1ccc(-c2nn(CCC(=O)O)cc2/C=N/NC(N)=S)cc1	-14%	32	-6%	14%	87%[activator]	9%	-1%
CCOc1cc(/C=C2\C(=O)N(Cc3ccco3)C(C)=C2C(=O)OC)ccc1O	-19%	40	u	-16%	u	1%	0%
COc1ccc(OCCCC(=O)Nc2cc(S(=O)(=O)N3CCCCC3)ccc2C)cc1	1%	-7	3%	u	-10%	1%	x
CCOc1ccc(C2C(C#N)=C(N)N(N(C)C)C3=C2C(=O)CC(C)(C)C3)cc1 (stereo not drawn)	-2%	-15	-5%	3%	16%	0%	-1%
COc1ccc(NP(=O)(Oc2ccc(Cl)cc2)Oc2ccc(Cl)cc2)cc1OC	-26%	-30	-1%	12%	u	u	-4%
Cc1cccc(Nc2nc(-c3cccs3)cs2)n1	-21%	47	-6%	u	-17%	6%	-21%
CCCOc1ccc(N2CC(C(=O)Nc3ccccc3F)CC2=O)cc1 (stereo not drawn)	15%	32	-7%	0%	7%	-14%	-5%

Additional results follow:
SMILES	AmpC no deterg	HCMV antiviral	TbPYK inhibitor	HCV inhibitor	AMA1-RON2 inh	AmpC detergent	LmPK inh
Cc1ccccc1OCCC(=O)OCC(=O)NCCc1ccccc1	20%	-11	-1%	13%	1%	-15%	x
Cc1cccc(N2CCN(C(=O)C3CC(=O)N(c4ccc5c(c4)OCCO5)C3)CC2C)c1 (stereo not drawn)	54%	-23	-2%	11µM*	-2%	-7%	x
Cc1cccc2cc(CN(Cc3cccnc3)C(=O)c3cccs3)c3nnnn3c12	-17%	x	x	x	x	0%	-5%
COc1cc2c(cc1OC)CN(c1nc(CN3CCCC3)nc3sc(C)c(C)c13)CC2	89%[activator]	-23	23%	u	-18%	-7%	2%
O=c1[nH]c(SCc2cccc(Cl)c2)nc2c1CCC2	x	-4	1%	x	x	23%	x
O=C(CN1C(=O)C2CCCCC2C1=O)Nc1nc(-c2ccccn2)cs1 (stereo not drawn)	-7%	7	-17%	u	5%	-4%	-1%
COc1ccc(-c2noc(-c3nnn(-c4ccc(C(C)C)cc4)c3C)n2)cc1OC	x	40	2%	x	x	0%	x
C=CCn1cc(C(=O)N2CCN(c3ccccc3)CC2)c(=O)c2cc(S(=O)(=O)N3CCCC3)ccc21	95%[activator]	-6	-4%	18%	-6%	-2%	-6%
CN1Cc2c(N3CCOCC3)nc3sc(C#N)c(N)c3c2CC1(C)C	-12%	32	-1%	-8%	-7%	-1%	-2%

Arranged by SMILES length (smallest number first): ten of the compounds above
SMILES	AmpC no deterg	HCMV antiviral	TbPYK inhibitor	HCV inhibitor	AMA1-RON2 inh	AmpC detergent	LmPK inh
Cc1cccc(Nc2nc(-c3cccs3)cs2)n1	-21%	47	-6%	u	-17%	6%	-21%
O=c1[nH]c(SCc2cccc(Cl)c2)nc2c1CCC2	x	-4	1%	x	x	23%	x
Cc1ccccc1OCCC(=O)OCC(=O)NCCc1ccccc1	20%	-11	-1%	13%	1%	-15%	x
CCCOc1ccc(N2CC(C(=O)Nc3ccccc3F)CC2=O)cc1 (stereo not drawn)	15%	32	-7%	0%	7%	-14%	-5%
CN1Cc2c(N3CCOCC3)nc3sc(C#N)c(N)c3c2CC1(C)C	-12%	32	-1%	-8%	-7%	-1%	-2%
O=C(CN1C(=O)C2CCCCC2C1=O)Nc1nc(-c2ccccn2)cs1 (stereo not drawn)	-7%	7	-17%	u	5%	-4%	-1%
COc1ccc(NP(=O)(Oc2ccc(Cl)cc2)Oc2ccc(Cl)cc2)cc1OC	-26%	-30	-1%	12%	u	u	-4%
COc1ccc(-c2noc(-c3nnn(-c4ccc(C(C)C)cc4)c3C)n2)cc1OC	x	40	2%	x	x	0%	x
Cc1cccc(N2CCN(C(=O)C3CC(=O)N(c4ccc5c(c4)OCCO5)C3)CC2C)c1 (stereo not drawn)	54%	-23	-2%	11µM*	-2%	-7%	x
C=CCn1cc(C(=O)N2CCN(c3ccccc3)CC2)c(=O)c2cc(S(=O)(=O)N3CCCC3)ccc21	95%[activator]	-6	-4%	18%	-6%	-2%	-6%
